Screening results from PubChem BioAssay.
N-glyco inh: N-linked glycosylation inhibition. D54 ERlucT glycosylation luciferase reporter, 24 h; percent of 100 nM tunicamycin response. reporter increase, % at 12.5 µM. hit rate 0.23% among 360,000;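 active = mean luciferase reporter signal, scaled so untreated is 0 and the glycosylation-blocking control 100, at or above a set limit in every replicate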;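 also: luciferase carries N-glycosylation sites so blocking glycosylation raises the light; 0% = median of neutral control wells and 100% = median of 100 nM tunicamycin wells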
Cardio protect: protects H9c2 cardiomyocytes from peroxide injury; H2O2 injury protection, ATPLite, 2 h; protection from H2O2 cell death, % at 20 µM; hit rate 0.63% among 360,000;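 active = compounds giving at least 50% protection of heart cells from peroxide-induced death in the single-dose screen, raw or plate-pattern-corrected value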;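 also: 0% = DMSO wells with peroxide and 100% = DMSO wells without peroxide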
MC4R ag barr: activates human MC4R beta-arrestin recruitment | activation, % at 8.9 µM | hit rate 0.98% among 360,000 | U2OS MC4R beta-arrestin complementation, luminescence; percent of melanotan II response, DMSO zero | AID 540308;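 active = activation above a per-plate cutoff, the mean activation of sample wells on that plate plus 3 SD, cut at about 8% in these data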
MC4R antagonist: antagonists of human melanocortin 4 receptor (MC4R); P32245; MC4R-expressing cells, MTII-stimulated cAMP, LANCE TR-FRET; inhibition, % at 6.5 µM; hit rate 0.48% among 360,000; AID 540295;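 active = inhibition above its plate's cutoff, the mean of tested wells on that plate plus 3 SD, cut at about 29% in these data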;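 also: 0% = Melanotan II alone and 100% = Melanotan II plus saturating MCL0020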
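System: U2OS cells stably expressing human melanocortin 4 receptor (MC4R). Reagent: Melanotan II challenge after compound preincubation. Doses: 6.5 µM. Times: 30-min compound, 1-h challenge, 1-h detection, room temperature. Measured by: TR-FRET with Eu-cAMP and labeled anti-cAMP, 671 nm. Replicates: singlicate.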
hiPSC survival: enhancers of human iPSC single-cell survival | hiPSC single-cell survival, ATPlite luminescence; 100% = ROCK inhibitor wells, 0% = DMSO | survival enhancement, % at 20 µM | hit rate 0.044% among 360,000; in the data active = survival enhancement above about 18%;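 also: cells exposed to compounds for 16 hours before the ATP read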
HTR2A ag: mouse HTR2A agonism via beta-arrestin recruitment | CHO-K1 mHTR2A beta-arrestin complementation, luminescence; percent of 30 µM serotonin response | P35363 | AID 624169 | activation, % at 7.6 µM | hit rate 0.66% among 360,000;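 active = activation above a run cutoff, the mean activation of all tested compounds plus 3 SD, cut at about 14% in these data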;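 also: 0% = plate median of compound wells and 100% = 30 µM serotonin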
ABCB6 inh MLPCN: blocks the human ABCB6 transporter. K562-ABCB6 porphyrin accumulation, flow cytometry, 1 h; active compounds read low. hit rate 0.19% among 360,000. Q9NP58. fluorescence ratio to DMSO, % at 10 µM;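 active = fluorescence ratio to DMSO below 75%, the collection mean minus 3 SD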;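 also: signal is porphyrin accumulated inside mitochondria; 100% equals median channel fluorescence of DMSO control wells; lower ratio means ABCB6 inhibition with less porphyrin fluorescence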
Target sequence (Q9NP58 whole entry, looked up): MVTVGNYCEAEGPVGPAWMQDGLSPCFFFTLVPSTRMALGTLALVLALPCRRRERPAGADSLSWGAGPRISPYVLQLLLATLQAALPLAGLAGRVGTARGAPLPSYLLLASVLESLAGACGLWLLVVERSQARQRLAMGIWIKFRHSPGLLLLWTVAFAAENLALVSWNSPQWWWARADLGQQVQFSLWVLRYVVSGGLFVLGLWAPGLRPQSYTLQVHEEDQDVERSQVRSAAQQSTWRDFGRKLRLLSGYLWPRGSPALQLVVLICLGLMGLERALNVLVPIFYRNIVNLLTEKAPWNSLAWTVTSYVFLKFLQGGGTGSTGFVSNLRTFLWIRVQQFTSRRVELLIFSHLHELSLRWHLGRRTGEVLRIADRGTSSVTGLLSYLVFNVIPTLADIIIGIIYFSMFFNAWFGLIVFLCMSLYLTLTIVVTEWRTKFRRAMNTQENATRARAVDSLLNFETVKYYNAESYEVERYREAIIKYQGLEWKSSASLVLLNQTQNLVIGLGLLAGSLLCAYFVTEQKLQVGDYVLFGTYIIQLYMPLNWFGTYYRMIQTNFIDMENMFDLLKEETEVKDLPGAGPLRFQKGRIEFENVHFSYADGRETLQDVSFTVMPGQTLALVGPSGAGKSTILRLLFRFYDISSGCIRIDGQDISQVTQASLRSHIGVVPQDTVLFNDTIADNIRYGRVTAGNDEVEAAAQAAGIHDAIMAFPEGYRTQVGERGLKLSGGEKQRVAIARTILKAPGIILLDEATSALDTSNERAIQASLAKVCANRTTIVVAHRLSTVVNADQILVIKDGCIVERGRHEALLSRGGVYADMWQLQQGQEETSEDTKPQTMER
Exocytosis inh: lytic granule exocytosis inhibition; TALL-104 LAMP-1 surface exposure, flow cytometry; cells stimulated with thapsigargin and PMA; inhibition, % at 10 µM; hit rate 0.66% among 360,000; AID 651702;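 active = inhibition above about 55%, limit read from the data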
aDG glyco act: increases alpha dystroglycan glycosylation; Pro5-aDG cells, alpha-DG glycosylation AlphaScreen (IIH6); 0% Pro5, 100% B10-LARGE cell signal; activation, % at 10 µM; hit rate 0.22% among 360,000;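 active = activation of at least 8% versus controls, or a plate z-score of at least 8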;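 also: Pro5 are CHO cells carrying HIG-tagged alpha-DG that lacks glycosylation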
ABHD5-PLIN5 inh: ABHD5-PLIN5 protein interaction inhibition; inhibition, % at 4 µM; Split G. princeps luciferase complementation, luminescence, 4 h; AID 602281; Q00G26+Q8WTS1; hit rate 0.78% among 360,000;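 active = inhibition above the mean inhibition across every tested compound plus 3 SD, cut at about 22% in these data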;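 also: 0% = DMSO only wells and the 100% control is not disclosed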
* = called active by the depositor; nt = no result given.

Value order: N-glyco inh, Cardio protect, MC4R ag barr, MC4R antagonist, hiPSC survival, HTR2A ag, ABCB6 inh MLPCN, Exocytosis inh, aDG glyco act, ABHD5-PLIN5 inh
> CC1(C)CC(=O)C2=C(C1)N(Cc1ccco1)C(=O)C2(NC(=O)C1CCCCC1)C(F)(F)F (stereo not drawn)
  0.7, -0.7, 1.9, -5.0, -2.2, 6.1, 94.0, 12.1, 0.5, 12.9
> COc1cccc(OC)c1C(=O)Nc1ccccc1C(=O)N1CCCCCC1
  nt, -4.1, -2.7, 6.1, 0.4, -8.8, 98.0, -0.6, -0.2, -1.7
> COc1ccc(NC(=O)c2cc(-c3cc(Cl)ccc3OC)n[nH]2)c(C)c1
  -1.8, -0.1, 1.9, 16.6, -2.1, -2.9, 101.0, 4.3, 0.0, -4.2
> C=CCn1cc(C(=O)N2CCN(C)CC2)c(=O)c2cc(S(=O)(=O)N(CC)CC)ccc21
  0.3, 2.1, -0.3, 19.9, 1.2, -1.5, 102.0, -0.9, 0.1, -5.4
> COCC(=O)Nc1ccc(OC)c(Cl)c1
  0.9, 1.8, -1.3, -4.1, -0.5, 3.6, 101.0, -4.3, 1.1, 1.3
> O=C(N/N=C/c1c(Cl)cccc1Cl)C(=O)NC1CC1
  1.1, 1.3, -5.0, 3.3, 0.2, -8.4, 98.0, -0.9, 0.2, -1.2
> COc1ccccc1C(=O)NC(CCSC)C(=O)NC1CCCCCC1 (stereo not drawn)
  -1.9, 4.3, -1.5, -5.9, -0.7, 1.9, 97.0, -1.1, -0.1, -0.2
> COc1cc(S(=O)(=O)N2CCOCC2)ccc1NC(=O)COC(=O)COc1ccccc1
  2.0, -1.8, 0.6, 3.9, -2.2, 0.9, 104.0, -1.8, -0.3, 6.0
> Cc1cc(C)c(C#N)c(SCCS(=O)(=O)c2ccc(Cl)cc2)n1
  -7.1, 1.5, -1.2, 1.8, 0.9, -0.4, 99.0, 4.0, -0.1, 8.1
> O=C(Nc1cccc(Cl)c1)OCc1cn(-c2ccc(Cl)cc2)nn1
  0.6, -0.4, -0.4, -1.2, -0.3, 0.0, 93.0, 0.6, 0.0, -2.7
> CCOc1cc(C=NNC(=O)CCCC(=O)NN=Cc2ccc(O)c(OCC)c2)ccc1O
  1.3, 12.4, -0.8, 3.9, 0.5, -0.7, 100.0, -3.3, -0.3, -1.4
> COc1ccc(CCNC(=O)c2ccc(OC)c(OC)c2)cc1OC
  -0.1, -3.1, -1.7, 6.1, -0.6, -1.1, 98.0, -7.5, 0.0, 1.7
> CC1=C(C(=O)N2CCOCC2)C(c2ccsc2)C2=C(CCCC2=O)N1 (stereo not drawn)
  -0.6, 5.9, -0.2, 15.1, -0.5, 2.4, 100.0, -1.6, -0.2, -6.8
> O=C(CN1CCCC1c1cccs1)Nc1cc(S(=O)(=O)N2CCCCC2)ccc1Cl (stereo not drawn)
  -6.6, -14.1, -5.8, 11.4, -0.1, -5.3, 87.0, -4.5, 0.7, -1.5
> CC(C)(C)c1ccc(C(=O)Oc2ccc3c(c2)OCC3=O)cc1
  3.4, -11.7, -0.8, -2.1, 1.1, -2.2, 92.0, 0.3, 0.1, -3.9
> CCOCCCNCC(=O)Nc1ccc(S(=O)(=O)NC(C)CC)cc1 (stereo not drawn)
  0.1, 7.4, -1.9, 15.5, 0.4, -4.5, 96.0, 0.0, 0.2, -1.5
> Cc1cc(C)cc(-n2c(O)c(C=NC3CCS(=O)(=O)C3)c3ccccc3c2=O)c1 (stereo not drawn)
  0.0, 2.5, 1.8, -4.1, 1.1, 2.4, 106.0, -2.7, 0.0, 5.3
> CCOc1ccccc1NC(=O)COC(=O)c1ccccc1SCC(=O)N1CCCC1
  -1.7, 8.3, -3.5, -7.0, -0.4, 5.0, 97.0, -3.4, 0.3, 3.9
> CCOC(=O)CCN(c1ccccc1)S(=O)(=O)c1ccc(-c2ccc(=O)[nH]n2)s1
  -0.8, -7.2, 0.8, 1.6, 0.0, -3.5, 101.0, -2.8, -0.3, 8.1
> COc1cc(/C=C2\CC/C(=C\c3ccc(OCCO)c(OC)c3)C2=O)ccc1OCCO
  6.2, 81.2*, 0.8, 0.1, -1.6, -3.6, 729.0, 1.3, -1.0, 21.6
> CC(=O)Nc1ccc(NC(=O)c2ccc(COc3ccccc3Br)o2)cc1
  1.6, 5.0, 6.2, -0.9, 0.8, 1.9, 96.0, -9.9, 0.0, 2.6
> COc1ccc(NC(=O)c2cc(-c3cc(OC)c(OC)c(OC)c3)nc3ccccc23)cc1OC
  -0.9, 63.1*, 1.7, 15.7, -0.7, -2.4, 100.0, 0.7, -0.3, -7.4
> CCc1nn(CCCC(=O)NCc2ccc(C)cc2)c(=O)c2cc3occc3n12
  0.5, 3.8, -2.1, -2.7, 0.5, -1.7, 96.0, -6.4, 0.3, -1.9
> Cc1cc(NC(=O)CC(C)(C)C)nc2c1c(=O)oc1ccccc12
  5.9, 5.0, 3.2, 13.9, 0.0, 5.0, 89.0, -0.5, 0.1, -3.5
> O=C(Cn1nnc(-c2ccc(S(=O)(=O)N3CCCC3)cc2)n1)Nc1ccccc1-n1cccc1
  -6.6, 5.8, -1.8, 8.7, -0.5, -2.3, 101.0, 1.0, -0.1, 5.4
> O=C(CNC(=O)c1cc(-c2ccccc2)nn1-c1ccccc1)Nc1ccccc1Br
  1.7, -0.8, 5.1, 0.8, -2.4, 3.1, 103.0, -7.1, 0.0, 8.2
> CCCCN(C)C(=O)C1CCN(c2ccc(S(=O)(=O)N3CCOCC3)cc2[N+](=O)[O-])CC1
  -0.9, -2.6, 1.6, 7.5, -0.5, -0.6, 96.0, -2.9, 0.4, 3.5
> CC(Oc1ccc(Cl)cc1)C(=O)Nc1cccc(S(=O)(=O)N2CCOCC2)c1 (stereo not drawn)
  -0.4, -3.9, -6.6, 1.3, -0.4, -12.6, 92.0, -3.7, 0.0, -2.1
> CC1(OC(=O)CCc2ccccc2)C(=O)C=C2C=C(c3ccc(C#N)cc3)N(C3CCCCC3)C=C2C1=O (stereo not drawn)
  -0.5, 1.8, -3.1, 5.0, 1.3, -1.6, 100.0, 2.3, 0.2, -23.6
> COc1ccc(C(=O)NNC(=O)c2cccc(F)c2)cc1
  -0.4, -7.0, 0.5, 7.2, -0.6, -4.5, 107.0, -1.7, -0.1, -8.0
> COC(=O)c1ccc(C(=O)OC)c(NC(=S)N2CCN(C(=O)C3CCCO3)CC2)c1 (stereo not drawn)
  -0.1, 16.4, 1.2, 18.6, -0.4, -0.2, 102.0, 7.7, -0.1, -3.0
> COc1cc(C)c(C)cc1S(=O)(=O)N1CCN(Cc2ccc3c(c2)OCO3)CC1
  -0.6, -10.3, -1.4, -1.0, -0.1, -5.2, 99.0, -1.2, 2.4, -1.8
> Cc1ccc(CN2CC(C(=O)Nc3ccccc3N3CCCC3)CC2=O)cc1 (stereo not drawn)
  1.7, 1.4, 0.5, -6.2, -0.2, 3.3, 99.0, -0.4, 0.1, -7.2
> Cc1ccc(C2=NN3C(C2)c2ccccc2OC32C(=O)Nc3ccccc32)cc1 (stereo not drawn)
  -7.6, -11.7, 10.1*, 4.7, -1.8, 0.6, 115.0, -1.6, 0.2, 6.0
> Cc1ccccc1-c1cnc(C(O)c2c(C)cccc2C)[nH]1 (stereo not drawn)
  -0.9, -0.7, 0.6, 1.8, 5.0, 0.6, 96.0, -0.4, 0.1, -1.8
> CC(Oc1ccc([N+](=O)[O-])cc1)C(=O)NCC1CCCO1 (stereo not drawn)
  -0.5, -4.2, -0.7, 17.0, -0.2, 0.7, 97.0, -1.8, 0.2, 3.3
> COc1ccc(/C(N)=N/OC(=O)Cc2ccc(C)cc2)cc1OC
  0.4, -6.9, -1.1, 1.7, 5.4, 1.4, 98.0, 8.7, 0.3, -0.5
> CCNC(=O)CC1C(=O)N(c2ccc(F)cc2)C(=O)N1Cc1ccc(OC)cc1 (stereo not drawn)
  2.4, -1.3, 0.4, 6.6, 2.1, -0.3, 105.0, -0.5, -0.1, 1.7
> COc1ccccc1NC(=O)CN(C)S(=O)(=O)c1cccc2cccnc12
  0.7, 0.1, -1.0, -3.6, -0.1, 0.4, 88.0, -0.3, 0.0, 3.4
> Cc1[nH]c2ccc(C(=O)NCCCN3CCCC3)cc2c1C
  -2.6, 4.5, -2.8, 5.6, -0.3, -7.4, 98.0, -1.2, -0.1, -0.2
> COc1cc(C(=O)OCC(=O)N2CCC(Cc3ccccc3)CC2)cc(OC)c1OC
  0.2, -3.4, -3.6, 6.2, -0.5, 7.4, 98.0, 3.9, -0.2, -1.8
> COC(=O)c1ccc(CNC(=O)C23CC4CC(CC(C4)C2)C3)cc1
  0.8, -2.3, -1.6, -0.8, -0.4, 7.9, 98.0, -2.9, 0.0, 6.5
> CC1(C)CC(=O)C=C(Nc2ccccc2F)C1
  -1.0, 6.2, 1.0, -1.4, -1.8, 0.5, 91.0, 0.0, -0.2, 5.1
> COC(=O)CN1C(=O)[C@H]2[C@@H](c3ccc(C)o3)N3C(=O)CN(CC4CC4)C(=O)[C@@]3(C)[C@H]2C1=O
  3.3, 12.7, 0.6, 6.7, 0.6, -2.5, 99.0, 0.3, -0.1, 2.3
> COC(=O)c1cc(NS(=O)(=O)c2ccc(N3CCCCCC3)c([N+](=O)[O-])c2)cc(C(=O)OC)c1
  0.7, 1.8, 0.3, 4.9, -4.3, -1.6, 104.0, -0.3, -0.1, -1.3
> COc1cc(C2NC(=O)NC(C)=C2C(=O)OC2CCCC(C)C2)ccc1O (stereo not drawn)
  -1.1, 8.4, 1.2, 11.0, 2.5, -1.3, 85.0, 0.7, -0.2, 1.4
> CNC(=O)c1cccc(NC(=O)CCCNC(=O)c2ccc(Cl)cc2)c1
  2.4, 4.9, -5.2, 10.3, -0.3, -2.8, 100.0, -3.1, 0.1, 1.8
> CCN1CCN(S(=O)(=O)c2ccc(Cl)c(C(=O)NCc3ccco3)c2)CC1
  -0.6, -0.6, 1.1, -3.9, 0.2, 1.9, 98.0, -1.1, 0.0, -0.1
> COc1cc(C(=O)NCC(=O)OCc2ccc(F)cc2)cc(OC)c1OC
  2.8, 18.8, 0.3, 9.2, 3.5, 10.9, 93.0, -2.5, -0.1, 8.3
> COc1ccccc1-n1cnc2cc(C(=O)NCCCN3CCOCC3)ccc21
  -1.8, 11.5, -0.4, 6.5, 4.7, -3.2, 87.0, 0.8, 0.0, 6.8
> CC(=O)/C(=N/Nc1ccc(Br)cc1)Sc1cccc2cccnc12
  -2.4, -10.4, 1.4, 2.1, -2.1, 4.2, 94.0, -3.3, 0.1, 4.5
> c1ccc2cc(OCCN3CCCC3)ccc2c1
  1.6, 0.2, -2.5, -4.7, 0.6, -11.0, 103.0, -5.4, 0.1, -2.5
> CN1CCN(C(=O)CCN2C(=O)S/C(=C/c3ccc(Cl)cc3)C2=O)CC1
  1.9, -6.7, 0.4, 1.1, -0.3, 1.3, 90.0, 24.3, 0.7, 5.2
> O=C(NCc1ccccn1)[C@@H]1CCCN1C(=O)[C@@H]1CCCN1C(=O)c1cccc2ccccc12
  nt, nt, nt, nt, 0.8, 0.9, 100.0, -9.0, -0.1, -0.9
> O=C(O)c1ccc(NC(=O)C2CCN(S(=O)(=O)c3ccc4c(c3)OCCO4)CC2)cc1
  0.4, 16.5, -2.0, 7.8, 3.1, 6.0, 102.0, 3.4, -0.2, 10.6

The order is random, and some 4.5% of all compounds hit somewhere here.
